Source: PubChem (National Center for Advancing Translational Sciences (NCATS))
12-hLO inh = 12-hLO (ALOX12) enzyme inhibition | P18054 | purified 12-hLO, xylenol orange hydroperoxide absorbance | Potency, µM (series often up to 57.1 µM), inactives show at the top dose activity change, negative = inhibition, most hits filed as inhibitors | 150,000 compounds, 0.12% hits; also: potency is read from the fitted curve at half-maximal effect; nearly all actives have a fitted effect of over 55% in size; many of its hits are not listed in these tables
Target sequence (P18054 whole entry, looked up): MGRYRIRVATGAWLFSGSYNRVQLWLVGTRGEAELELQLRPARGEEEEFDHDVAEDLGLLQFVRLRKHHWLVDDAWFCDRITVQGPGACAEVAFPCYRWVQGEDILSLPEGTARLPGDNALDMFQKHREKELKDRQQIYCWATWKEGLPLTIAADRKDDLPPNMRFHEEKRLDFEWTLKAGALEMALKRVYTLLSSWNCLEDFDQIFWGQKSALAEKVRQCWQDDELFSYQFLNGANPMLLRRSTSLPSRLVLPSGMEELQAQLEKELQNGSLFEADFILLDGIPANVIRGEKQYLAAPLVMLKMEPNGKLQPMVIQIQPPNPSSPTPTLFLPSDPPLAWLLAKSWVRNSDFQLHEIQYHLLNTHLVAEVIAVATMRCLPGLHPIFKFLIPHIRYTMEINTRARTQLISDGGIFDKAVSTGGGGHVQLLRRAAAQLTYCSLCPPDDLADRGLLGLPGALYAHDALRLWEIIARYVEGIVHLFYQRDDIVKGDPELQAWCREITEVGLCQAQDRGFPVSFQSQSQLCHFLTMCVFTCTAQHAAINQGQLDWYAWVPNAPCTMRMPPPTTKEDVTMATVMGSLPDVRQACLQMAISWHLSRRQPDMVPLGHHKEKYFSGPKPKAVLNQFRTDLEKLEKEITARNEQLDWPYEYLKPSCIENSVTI
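Purified human 12hLO (150 nM), preincubated 15 min with compound, then 40 uM arachidonic acid for 30 min, room temperature, Hepes pH 7.0 with 0.01% Triton X-100. Hydroperoxide detected by ferrous iron/xylenol orange; 573/405 nm absorbance ratio gives reaction progress.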
PNC inhibitor = inhibitors of perinucleolar compartment assembly | PC3M PTB-GFP, PNC prevalence imaging, 16 h; active compounds read low | activity change (PNC), negative = inhibition, % at 10 µM | 140,000 compounds, 3.1% hits | AID 2417;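 active = readout at or below -70, meaning at least 70% loss of cells showing the perinucleolar compartment, a nuclear body marking cancer cells; inconclusive = readout between -30 and a set limit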;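 also: plate controls were DMSO wells for no effect and camptothecin positive control wells for full effect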
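Compounds are pinned in duplicate onto adhered PC3M cells stably expressing GFP-tagged PTB and incubated 16 h at 37 C. Cells are then fixed, nuclei stained with Hoechst, and PNC-positive cells counted.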
15-hLO-2 inh = inhibitors of human 15-lipoxygenase 2 (ALOX15B); Potency, µM (highest dose often 57.1 µM), for inactives: top-dose activity change, negative = inhibition, actives largely listed as inhibitors; purified 15hLO-2, xylenol orange hydroperoxide absorbance; 110,000 compounds, 0.56% hits; also: potency is read from the fitted curve at half-maximal effect; nearly all actives have a fitted effect of over 60% in size; many of its hits are not listed in these tables
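Purified human 15hLO-2 (50 nM) preincubated 15 min with compound, then 45 uM arachidonic acid for 90 min at RT in 25 mM Hepes pH 7.5, 0.01% Triton X-100. Hydroperoxide detected by Fe-xylenol orange; 573/405 nm absorbance ratio.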
IMPase cell inh = cell-permeable inhibitors of inositol monophosphatase (IMPase). P97697. CHO-M1 cells, IP1 accumulation, HTRF TR-FRET ratio. inhibition (IP1 accumulation), % at 46.1 µM. 120,000 tested, under 10 active; active = well fitted curve in the direction sought with a large enough effect in the signal ratio, not every such curve was filed as active; inconclusive = small, poorly fitted or top-dose-only effect, or a change in a side signal; inactive = no such curve, though single readings can be large or run the other way; the % refers to the signal ratio;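 also: cells stimulated with carbachol in lithium chloride buffer; plate controls were DMSO basal wells for no effect and reference inhibitor wells for full effect; higher means more IMPase inhibition seen as more IP1 and lower FRET ratio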
Target sequence (P97697 whole entry, looked up): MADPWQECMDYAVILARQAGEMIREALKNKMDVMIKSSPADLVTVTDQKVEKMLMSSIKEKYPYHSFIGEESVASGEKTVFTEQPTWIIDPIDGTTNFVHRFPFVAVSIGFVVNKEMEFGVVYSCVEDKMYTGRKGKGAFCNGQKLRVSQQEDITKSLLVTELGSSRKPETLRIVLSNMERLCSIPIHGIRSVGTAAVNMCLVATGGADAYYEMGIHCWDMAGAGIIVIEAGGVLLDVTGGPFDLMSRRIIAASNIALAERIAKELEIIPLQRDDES
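Elevated IP1 in lysates lowers TR-FRET signal (665/620 ratio and 620 channel reported). Cells were CHO-M1, given carbachol (50 uM as added) plus 50mM LiCl, pH 7.4, 30 min, 37C; compounds titrated up to 46 uM; AC50 by Hill equation.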
The depositor's hits bear a star; ? = inconclusive; . = not tested or not shown; & = joins results of further samples; [ ] = another dose, or the depositor's remark. Unless noted, calls follow the shape of the dose curve; as a rule, active = well fitted curve in the direction sought with a large enough effect; inconclusive = small, poorly fitted or top-dose-only effect, or another doubt; inactive = no such curve, though single readings can be large; an effect the other way counts as inactive or inconclusive. Unless noted, % is scaled to controls: 0 for no effect and ±100 for the full control effect. These rows are one share of the data. The share of hits here may be higher or lower than overall.

no.	SMILES	12-hLO inh	PNC inhibitor	15-hLO-2 inh	IMPase cell inh
1	O=C(Nc1ccccc1)N1CCc2scc[n+]2-c2ccccc21	-3.5%	-2.9	.	.
2	O=S(=O)(c1cccc(NC(=S)N2CCN(c3ccc(F)cc3)CC2)c1)C(F)F	-5.8%	-12.1	.	8.4
3	COc1cccc(CNC(=O)CCS(=O)(=O)c2cccs2)c1	-3.9%	-14.8	-3.5%	-2.3
4	O=C(Cc1coc2ccc3ccccc3c12)NCc1ccccc1	5.2%	-8.4	-4.5%	8.5
5	O=C(CN1CCN(S(=O)(=O)c2ccc(Cl)cc2)CC1)Nc1ccc2c(c1)CCC2	-17.1%	130.8	.	.
6	CCOC(=O)c1ccc(NC(=O)CN2CCN(c3ccccc3)CC2)cc1	-0.7%	-24.7	3.1%	14.1
7	C=CCn1c(SCC(=O)Nc2cccnc2Cl)nnc1-c1ccccc1F	0.0%	-28.4	.	.
8	CCOC(=O)N1CCN(CC(=O)c2ccc3c(c2)CCN3C(C)=O)CC1	1.2%	8.1	-10.2%	2.4
9	CCOc1ccccc1N1CCN(c2nc3ccccc3nc2C(C#N)C(=O)OC(C)C)CC1 (stereo not drawn)	-6.1%	?	-0.5%	2.8
10	CCCC(=O)NCCCc1nc2ccccc2n1C	2.7%	-21.3	-3.8%	5.0
11	CCNc1ncc2ncc(=O)n(C[C@H]3CCCO3)c2n1	-6.0%	.	-0.8%	.
12	O=[N+]([O-])c1cccc(S(=O)(=O)Nc2nc3ccccc3nc2Nc2cccc(S(=O)(=O)N3CCCCC3)c2)c1	3.9%	?	.	-4.9
13	O=C(CO/N=C/c1cccc([N+](=O)[O-])c1)Nc1ccc2ccccc2c1	-0.1%	27.2	-13.6%	-7.2
14	Cn1nc(C(F)(F)F)c(C#N)c1N1CCN(c2cccc(C(F)(F)F)c2)CC1	-0.8%	9.5	10.3%	16.8
15	Cc1ccc2[nH]cc(C(=O)CN3CCOCC3)c2c1	-3.0%	-5.5	4.8%	0.5
16	Cc1ccc(C(=O)NCCc2ccncc2)cc1	4.8%	-12.7	.	-1.5
17	CCOC(=O)c1nn(-c2ccc(Cl)cc2)c2nc(-c3ccc(C)cc3)c(C#N)c(=O)n12	-1.1%	26.6	-11.7%	?
18	COc1ccc(C2=CC(c3ccc(F)cc3)n3nnnc3N2)cc1 (stereo not drawn)	-13.7%	-5.6	4.0%	6.1
19	CCCCN1CNC(=S)N(Cc2ccccc2)C1	-11.9%	-27.3	.	-6.1
20	CC(C)(C)NCc1cc(Br)ccc1OCc1cccs1	-4.0%	15.7	.	0.9
21	Cc1cc(NC(=O)CSc2nnc(-c3ccco3)o2)no1	-1.0%	12.5	5.3%	8.2
22	C=CCN(c1ccccc1)S(=O)(=O)c1cccc(C(=O)Oc2ccc3c(C)cc(=O)oc3c2)c1	0.4%	-2.0	.	.
23	CCN1CCN(c2cc3c(cc2F)c(=O)c(C(=O)O)cn3C2CC2)CC1	-1.8%	-114.6*	0.7%	.
24	O=C(N1CCOCC1)n1nnc2ccccc21	-7.7%	?	10.6%	-2.4
25	COc1cc(N2C(=O)NC3CC2(C)Oc2ccccc23)cc(OC)c1OC (stereo not drawn)	-1.5%	26.5	-8.7%	4.6
26	CCOC(=O)N1CCN(S(=O)(=O)c2cc(Cl)c(OC)cc2Cl)CC1	-4.9%	271.3	.	-3.4
27	CCCCCCCCCCCC(=O)NC(C(=O)OCC)C(O)c1cccc([N+](=O)[O-])c1 (stereo not drawn)	-1.3%	-23.9	-10.1%	4.9
28	O=C(Nc1nnc(C2CCCCC2)s1)c1ccc(Br)s1	-2.9%	6.9	0.0%	8.1
29	COc1cc(NC(=O)c2cc3c(Cl)nc4ccccc4c3s2)cc(OC)c1OC	-2.3%	20.4	.	.
30	NC(=S)N/N=C\c1c2ccccc2cc2ccccc12	-20.9%	?	.	-11.9

More structures:
no.	SMILES	12-hLO inh	PNC inhibitor	15-hLO-2 inh	IMPase cell inh
31	Cc1ccc(CNC(=O)CCS(=O)(=O)c2ccc(Br)s2)o1	-7.3%	-1.8	-13.8%	-1.5
32	Cc1ccc(Nc2nc(C)cc(C)n2)c(Br)c1	-7.7%	-6.6	7.2%	1.8
33	O=C(/C=C/c1ccc2c(c1)OCO2)Nc1nc(-c2ccc(F)cc2)cs1	-1.8%	-18.4	.	.
34	CCOc1ccc(C2C(C(=O)c3cccs3)=C(O)C(=O)N2CCCn2ccnc2)cc1 (stereo not drawn)	1.4%	65.4	-4.7%	-4.2
35	CCN1CCN(C(=O)C2=C(C(=O)O)CCCC2)CC1	4.1%	12.1	-5.7%	-3.6
36	CCOC(=O)c1c(NC(=O)c2ccccc2Br)sc2c1CCc1ccccc1-2	0.7%	34.1	-23.1%	-4.5
37	O=C(Nc1ccc2oc(-c3ccccc3Cl)nc2c1)c1cncc(Br)c1	-8.2%	-9.0	-2.8%	3.6
38	COc1ccc2cc(C(C)=O)c(=O)oc2c1	-2.7%	-26.5	.	.
39	O=c1cc(CN2CCN(c3cccc(Cl)c3)CC2)c2cc3c(cc2o1)CCCC3	-3.0%	20.7	10.3%	?
40	CCOC(=O)C1CCN(c2ccc(C(=O)O)cc2[N+](=O)[O-])CC1	-4.0%	-26.5	.	1.2
41	O=C(Cc1cccs1)N/N=C/c1ccco1	1.7%	-8.7	.	2.1
42	Cc1ccc(-n2c(SCC(=O)NCCN3C(=O)CSC3=O)nnc2-c2ccccc2F)cc1	-1.7%	?	.	-1.6
43	COC(=O)c1cc2oc3ccccc3c2n1CC(=O)N1CCCc2ccccc21	-1.7%	7.1	-6.2%	4.3
44	Cc1ccc(Oc2ccccc2/C=C/C(=O)O)cc1	-2.8%	-11.1	-2.1%	11.9
45	Cc1ccc(-c2nc(C3CCN(S(=O)(=O)c4ccc(C(C)(C)C)cc4)CC3)no2)cc1	7.7%	-3.6	8.7%	-9.0
46	CCN(CC)CCn1c(=S)[nH]c2cc(Cl)ccc2c1=O	-5.4%	?	17.8%	5.8
47	CN(C)c1ccc(C(c2ccc(N(C)C)cc2)c2ccc([N+](=O)[O-])cc2)cc1	7.9%[11.4 µM]	.	3.3%[11.4 µM]	.
48	COc1ccc(-c2nc(CCNC(=O)c3ccc(Br)o3)cs2)cc1	26.8%	-3.4	1.6%	14.2
49	O=C(NC(=S)Nc1ccc(Oc2ccc(Cl)cc2)cc1)c1ccccc1	12.6µM*	53.4	?	8.0
50	CCOc1ccc(Br)cc1S(=O)(=O)Nc1ccccc1N1CCOCC1	-6.5%	0.6	-1.7%	3.6
51	CO[C@@H]1/C=C\O[C@@]2(C)Oc3c(C)c(O)c4c(c3C2=O)C(=N[C@H]2CC[C@H](O)O[C@@H]2C)C=C(NC(=O)/C(C)=C\C(=O)[C@@H]2C[C@@H]2[C@@H](O)[C@H](C)[C@@H](O)[C@H](C)[C@H](OC(C)=O)[C@@H]1C)C4=O	-6.3%[11.4 µM]	.	-2.7%[11.4 µM]	.
52	O=C(Nc1nc(-c2cc(Cl)sc2Cl)cs1)c1ccc(Br)s1	-3.5%	-4.8	-15.5%	-6.2
53	COc1ccc(CC2NCCC3(O)CCCCC23)cc1 (stereo not drawn)	-2.7%	-6.9	2.5%	4.3
54	CCOC(=O)c1c(C)[nH]c(C)c1C(=O)COC(=O)CCOc1ccccc1OC	-5.2%	30.4	-8.6%	-3.9
55	Cn1c(NC(=O)CCc2ccccc2)cc(=O)n(C)c1=O	-2.0%	9.9	-3.3%	1.3
56	COc1cc(/C=N/NC(=O)c2cc(-c3ccccc3OC(C)C)nc3ccccc23)ccc1O	-0.6%	-27.8	.	.
57	CCc1ccc2nc3sc(C(=O)N4CCc5ccccc54)c(N)c3cc2c1	-6.0%	39.0	.	.
58	COC(=O)c1c(NC(=O)C2CC=CCC2C(=O)O)sc(C(N)=O)c1C (stereo not drawn)	-3.1%	-9.0	-6.5%	-5.9
59	Cc1nn(C(C)CC(=O)O)c(C)c1C (stereo not drawn)	2.6%	8.7	-1.4%	-6.0
60	Cc1[nH]c2ccccc2c1/C=N/Nc1nc(Nc2ccc(F)cc2)nc(N2CCOCC2)n1	-4.4%	12.4	23.8%[11.4 µM]	5.6[1.84 µM]

Following part:
no.	SMILES	12-hLO inh	PNC inhibitor	15-hLO-2 inh	IMPase cell inh
61	COC(=O)c1sc2ccccc2c1C(=O)OC	1.8%	?	-5.9%	11.6
62	Cc1cc(C)n2c(SCC(=O)NCc3ccco3)nnc2n1	1.0%	-22.5	-0.9%	-4.5
63	CC(NC(=O)COc1ccccc1)C(c1ccccc1)N1CCN(C)CC1 (stereo not drawn)	8.4%	-10.7	1.0%	8.3
64	CCOc1ncccc1C(=O)OCC(=O)Nc1c(C)cccc1C	-6.7%	?	-1.5%	-2.8
65	CCn1nc(C)c(NC(=O)/C=C/c2cnn(C)c2C)c1C	-1.9%	44.0	6.0%	-3.7
66	CC(C)CCNc1nc2c(c(=O)[nH]c(=O)n2C)n1CC(O)COC(C)C (stereo not drawn)	-3.4%	36.2	-2.4%	1.4
67	CCS(=O)(=O)N1Cc2ccccc2CC1C(=O)Nc1nccs1 (stereo not drawn)	-4.1%	-8.5	.	-5.6
68	C=CCNc1nnc(Cl)c2ccccc12	0.9%	?	4.9%	-27.8
69	COc1ccc(Cl)cc1C(=O)NCc1cnn(C)c1C	11.5%	?	.	-5.9
70	CN(C)CCC(c1ccc(Br)cc1)c1ccccn1 (stereo not drawn)	-2.9%&-3.0%	-10.3	31.0%[activator]	.
71	O=C(COC(=O)c1c2c(nc3ccccc13)/C(=C\c1cccs1)CCC2)Nc1ccccc1Cl	-2.6%	-25.2	.	.
72	Cc1c(NS(=O)(=O)c2ccc3[nH]c(=O)[nH]c3c2)c(=O)n(-c2ccccc2)n1C	3.0%	-6.0	5.5%	-3.4
73	COc1ccc(C2/C=C\C(c3ccc(OC)cc3)N(Cc3ccc(F)cc3)C(=O)C(=O)N2Cc2ccc(F)cc2)cc1 (stereo not drawn)	-3.1%[0.00818 µM]	.	-22.6%[0.0915 µM]	.
74	Cc1ccc(-c2nnn(CC(=O)N(CC(=O)NC3CCCCC3)c3ccc(F)c(Cl)c3)n2)o1	-1.5%	-5.7	.	-6.7
75	Cc1ccc(-n2c(SCc3nc4ccccc4[nH]3)nnc2-c2ccncc2)cc1	-0.6%	35.5	.	.
76	CC(C)(C)NC(=S)NCc1ccc2c(c1)OCO2	1.6%	?	.	.
77	COc1ccc(S(=O)(=O)N2CCSC2c2ccccc2)cc1 (stereo not drawn)	-3.7%	29.6	-1.6%	-0.6
78	COc1ccc(-n2c(C)n[nH]c2=O)cc1	3.0%	111.5	.	6.6
79	Cc1cc(-c2cccnc2)c(C#N)c(SCc2cccc(F)c2)n1	-7.6%	-15.6	-16.2%	10.7
80	CCCC(=O)Nc1ccc(C(=O)NCC(=O)OCC)cc1	9.0%	6.0	6.0%	8.0
81	Cc1nnc(SCc2ccc(F)cc2)n1NC/C=C/c1ccccc1	3.1%	41.4	.	4.6
82	COC(=O)CSc1nc(-c2cccs2)ccc1C#N	-3.2%	-0.2	-27.0%	?
83	CCOC(=O)COc1ccc2c(c1)C(=O)CC1(CCCCC1)O2	-2.0%	-17.5	4.2%	-4.9
84	CCC1Oc2ccccc2N(CC(=O)NCCCN2CCN(Cc3ccccc3)CC2)C1=O (stereo not drawn)	3.1%	7.7	2.4%	3.9
85	COCCNC(=O)C(OC(=O)CC1Sc2ccccc2NC1=O)c1ccccc1 (stereo not drawn)	-3.7%	28.3	.	-13.1
86	CC(=O)c1cccc(NC(=O)C23CC4CC(C2)CC(n2cncn2)(C4)C3)c1	0.1%	?	.	.
